# JMJD2C inh – blocks human GASC-1 demethylase activity. GST-JMJD2C(1-420) H3K9me3 demethylation, DELFIA europium. inhibition, % at 2.35 µM. hit rate 0.069% among 330,000. AID 2099;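 active means more than half of a compound's replicate wells show inhibition beyond 50%, single wells judged on their own value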;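 further: signal counts dimethyl H3K9 product captured on neutravidin plate; 0% = median of DMSO wells and 100% = 0.3 times that DMSO median; strong numbers were not always called active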
# Target sequence (Q9H3R0 1-420 limits assumed): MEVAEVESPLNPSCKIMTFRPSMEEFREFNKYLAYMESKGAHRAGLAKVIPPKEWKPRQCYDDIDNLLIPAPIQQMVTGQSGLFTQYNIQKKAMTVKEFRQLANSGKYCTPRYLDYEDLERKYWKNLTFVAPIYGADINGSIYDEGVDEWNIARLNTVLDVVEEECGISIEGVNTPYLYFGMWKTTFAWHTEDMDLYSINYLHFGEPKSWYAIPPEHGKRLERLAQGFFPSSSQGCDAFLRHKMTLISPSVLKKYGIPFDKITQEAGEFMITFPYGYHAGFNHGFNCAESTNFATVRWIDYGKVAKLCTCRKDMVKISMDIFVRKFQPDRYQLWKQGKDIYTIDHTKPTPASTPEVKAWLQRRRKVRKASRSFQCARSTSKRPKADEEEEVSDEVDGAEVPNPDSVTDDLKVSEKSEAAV
# procasp3 activ – activates human procaspase-3; P42574; recombinant procaspase-3 D3A, Ac-DEVD-pNA absorbance 405 nm; activation, % at 8.5 µM; hit rate 0.11% among 330,000; AID 463141;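 active means activation above the mean of all tested compounds plus 3 SD, cut at about 21% in these data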;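 further: 0% = DMSO alone and 100% = DMSO wells spiked with extra 5 µM PC-3 D3A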
# Target sequence (P42574 whole entry D9A/D28A/D175A): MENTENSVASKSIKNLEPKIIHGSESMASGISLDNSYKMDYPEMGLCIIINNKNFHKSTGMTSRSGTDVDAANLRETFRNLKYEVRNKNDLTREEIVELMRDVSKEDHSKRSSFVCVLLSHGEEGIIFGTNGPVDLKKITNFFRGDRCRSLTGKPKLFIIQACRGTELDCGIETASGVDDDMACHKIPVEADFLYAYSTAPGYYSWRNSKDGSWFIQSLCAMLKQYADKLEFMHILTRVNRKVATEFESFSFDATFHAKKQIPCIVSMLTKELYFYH
#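 Evaluation: percent activation relative to control range; Material: Procaspase-3 D3A mutant, all three cleavage aspartates alanine; Compound: single dose, 8.5 µM nominal compound, 0.8% DMSO; Replication: one well per compound; Signal: absorbance at 405 nm, 0 and 120 min; Schedule: 1 h preincubation plus 2 h reaction at 25 °C.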
# procasp7 counter – activates human procaspase-7, counter-screen for procaspase-3 activators; P55210; recombinant procaspase-7, Ac-DEVD-pNA absorbance 405 nm; D23A/D198A/D206A triple mutant, cannot self-cleave; scale: DMSO 0, 5 µM enzyme 100; activation, % at 8.5 µM; hit rate 0.093% among 330,000;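 active means percent activation above the screen-wide mean plus 3 SD, cut at about 25% in these data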
# Target sequence (P55210 whole entry D23A/D198A/D206A): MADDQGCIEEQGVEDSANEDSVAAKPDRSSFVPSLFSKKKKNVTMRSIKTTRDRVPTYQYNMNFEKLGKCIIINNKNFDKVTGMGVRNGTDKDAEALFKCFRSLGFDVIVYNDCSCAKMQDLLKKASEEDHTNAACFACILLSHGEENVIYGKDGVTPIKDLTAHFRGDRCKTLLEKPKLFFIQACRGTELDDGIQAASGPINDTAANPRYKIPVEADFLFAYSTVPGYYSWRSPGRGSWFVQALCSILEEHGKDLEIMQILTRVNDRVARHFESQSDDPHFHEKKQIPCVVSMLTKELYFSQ
#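 buffer or medium = Zinc-free HEPES/NaCl buffer, pH 7.4 | material = Procaspase-7 triple mutant (PC-7 D3A) | input = 2 µM procaspase-7 mutant as dispensed | signal = Epi-absorbance of released pNA at 405 nm, two timepoints | timing = 1 h preincubation, 2 h reaction | replicates = singlicate compound testing | evaluation = % activation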
# Yeast superoxide – lowers age-related superoxide in aged yeast cells. S. cerevisiae aged cells, superoxide DHE fluorescence; stronger effect = lower value. hit rate 0.18% among 330,000. superoxide response (% of plate mean), % at 10 µM;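 active means superoxide response under a set limit, about three screen SD below normal, cut at about 65% in these data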;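 further: yeast aged for seven days with compound at 30 °C before DHE staining; 100% = average MFI of all compound-treated wells on the plate with controls excluded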
# Starred values were filed as active, the others as inactive; nt = no result given. The list is partial, so the mix of outcomes need not match the whole.
smiles | JMJD2C inh | procasp3 activ | procasp7 counter | Yeast superoxide
Cc1ccc(/C=N/NC(=O)c2cc(-c3ccncc3)nc3ccccc23)o1 | -13 | nt | nt | nt
COc1cccc(CC(NC(C)=O)C(=O)NC2CCN(C(=O)Nc3ccc(C)cc3)CC2)c1 (centres undefined) | -12 | nt | nt | nt
O=C(N/N=C/c1cccc2ccccc12)c1cc2ccccc2o1 | -1 | nt | nt | nt
COc1ccc2[nH]c(=O)c(CN(CC3CCCO3)C(=O)Nc3ccccc3OC)cc2c1 (centres undefined) | 0 | nt | nt | nt
Cc1ccccc1CNCc1ccc2c(c1)OCO2 | 3 | nt | nt | nt
C=CCn1c(=O)c(C(=O)Nc2ccccc2C)c(O)c2ccccc21 | 4 | nt | nt | nt
O=C(Nc1cccc(-n2cccn2)c1)C1CCCN(Cc2cc3ccccc3[nH]2)C1 (centres undefined) | -4 | nt | nt | nt
Cc1ccc(S(=O)(=O)N(CC(=O)Nc2cccc(C)c2C)C(=O)N2CCN(C)CC2)cc1 | -1 | nt | nt | nt
CC(=O)c1ccc(N=Nc2ccc(C)cc2)cc1 | -29 | nt | nt | nt
COc1ccccc1C(=O)NNC(=S)Nc1ccccc1 | 22 | nt | nt | nt
COc1ccc(CCCNC(=O)C2CCC(=O)N(Cc3ccc(Cl)cc3)C2)cc1 (centres undefined) | 3 | nt | nt | nt
COC(=O)c1c(NC(=O)CN2CCC(C)CC2)c2c(C)cccc2n1C | -1 | nt | nt | nt
CCN(CC)c1nc(C#N)nc(N(CC)CC)n1 | -3 | nt | nt | nt
O=C(CSc1nnnn1C1CCCC1)N1CCCCC1 | -17 | nt | nt | nt
CC[n+]1c(C=C2C=C(C)OC(C)=C2)sc2ccccc21 | 4 | nt | nt | nt

# In the list so far, two have a furan ring, fused or not:
smiles | JMJD2C inh | procasp3 activ | procasp7 counter | Yeast superoxide
Cc1ccc(/C=N/NC(=O)c2cc(-c3ccncc3)nc3ccccc23)o1 | -13 | nt | nt | nt
O=C(N/N=C/c1cccc2ccccc12)c1cc2ccccc2o1 | -1 | nt | nt | nt

# New compounds follow.
smiles | JMJD2C inh | procasp3 activ | procasp7 counter | Yeast superoxide
Nc1ncnc2c1ncn2[C@@H]1O[C@H](CNC(=O)[C@@H]2C[C@H](F)CN2)[C@@H](O)[C@H]1O | nt | -1 | 4 | 94
Cc1ccc(C)c(N2CCN(C(=O)CCc3nc(-c4cccc(C(F)(F)F)c4)no3)CC2)c1 | nt | -4 | -5 | 100
C[C@]12c3[nH]c4cc(-c5ccco5)ccc4c3CCN1C(=O)[C@@H](CC(=O)NCc1cccc(C(F)(F)F)c1)C[C@@H]2C(=O)N1CCOCC1 | nt | -3 | -2 | 105
CC(C)(C)OC(=O)N[C@H]1C=C[C@H](OC(=O)CC(=O)OCC(F)(F)F)C1 | nt | 5 | 5 | 95
C[C@@H]1[C@H]2CCCC[C@H]2CN(C(=O)OC(C)(C)C)[C@@H]1c1cn(Cc2ccccc2)c2ccc(F)cc12 | nt | 2 | 11 | 114
CCOC(=O)C1=CNS(=O)(=O)NC1c1ccc(C)cc1 (centres undefined) | nt | -6 | 2 | 116
Cc1ccnc(N=O)c1 | nt | -18 | -19 | 112
COc1ccc2[nH]c3c(c2c1)CCN1C(=O)C(CC(=O)NCCC2=CCCCC2)C[C@H](C(=O)N2CCCCC2)[C@@]31CCc1ccccc1 (some centres undefined) | nt | -3 | -4 | 113
CC[C@]1(C(=O)OC)[C@H]2C(=O)N(Cc3ccccc3)C(=O)[C@H]2[C@H]2CN=C(SCc3ccc(Cl)cc3)N21 | nt | -2 | -3 | 80
CCN(CC)C(=O)[C@H]1C[C@H](CC(=O)NCCN2CCOCC2)C(=O)N2CCc3c([nH]c4cc(-c5ccco5)ccc34)[C@]12C | nt | -6 | 13 | 103
O=C1c2ccccc2[C@@H]2C[C@@H](O)[C@H](Nc3cccc(Cl)n3)CCN12 | nt | 4 | -1 | 116
COCCS(=O)(=O)N(Cc1ccc(Br)cc1)[C@@H](C)C(=O)OC | nt | 4 | 14 | 102
COc1ccc2[nH]c3c(c2c1)CCN1C(=O)C(CC(=O)NCCN2CCOCC2)C[C@H](C(=O)N2CCOCC2)[C@@]31CCC1CCCC1 (some centres undefined) | nt | 3 | -12 | 81
CCCN=C1N(CC)C[C@@H]2[C@@H]3C(=O)N(C)C(=O)[C@@H]3[C@](Cc3ccccc3)(C(=O)OC)N12 | nt | 3 | 2 | 96
CC[C@]12c3[nH]c4ccc(OC)cc4c3CCN1C(=O)C(CC(=O)NCC13CC4CC(CC(C4)C1)C3)C[C@@H]2C(=O)N1CCN(C(=O)C2CC2)CC1 (some centres undefined) | nt | -5 | 2 | 89
COc1cc(C2CC(=O)Oc3cc(OC)c(OC)c(OC)c32)cc(OC)c1OC (centres undefined) | nt | 0 | 0 | 100
O=C1OCCN1C(=O)[C@H]1[C@H](c2ccccc2)C(c2cccc(Cl)c2)=NN1c1ccccc1 | nt | 2 | -2 | 112
CC[C@]12c3[nH]c4ccc(Cl)cc4c3CCN1C(=O)[C@@H](CC(=O)NCc1cccc(C(F)(F)F)c1)C[C@@H]2C(=O)N1CCN(C(=O)c2ccco2)CC1 | nt | 1 | 0 | 118
CN(C)C(=O)CCc1ccc2c3c([nH]c2c1)[C@]1(C)[C@@H](C(=O)N2CCOCC2)C[C@H](CC(=O)NCC24CC5CC(CC(C5)C2)C4)C(=O)N1CC3 | nt | -1 | -3 | 103
COc1ccccc1[C@H]1C(c2ccc(F)cc2)=NN(c2ccccc2)[C@@H]1CO | nt | 10 | 13 | 95
CC[C@]1(C(=O)OC)[C@H]2C(=O)N(Cc3ccccc3)C(=O)[C@H]2[C@H]2CN=C(SCc3ccc(C)cc3)N21 | nt | -8 | -18 | 103
CC[C@]12c3[nH]c4cc(CCC(=O)N(C)C)ccc4c3CCN1C(=O)[C@@H](CC(=O)NCc1cccc(C(F)(F)F)c1)C[C@@H]2C(=O)N1CCN(C(=O)C2CC2)CC1 | nt | 0 | 2 | 112
COc1ccc2c(=O)c(-c3ccc(C)cc3)c(-c3ccccc3)oc2c1 | nt | -5 | -12 | 97
CCN(CC)C(=O)[C@H]1CC(CC(=O)NC/C=C(\C)CCC=C(C)C)C(=O)N2CCc3c([nH]c4ccc(OC)cc34)[C@]12C (some centres undefined) | nt | -1 | 0 | 119
COc1cc(-c2cccc([C@H]3[C@@H]4C=CC[C@@H](C)[C@@H]4C(=O)N3Cc3ccccc3)c2)cc(OC)c1OC | nt | 3 | -1 | 121
CC(=O)c1ccc(-c2cccc([C@H]3[C@@H]4C=CC[C@@H](C)[C@@H]4C(=O)N3Cc3ccccc3)c2)cc1 | nt | -2 | -2 | 91
CC(=O)N1CCOc2ccc(S(=O)(=O)NC[C@H]3O[C@@H](n4cnc5c(N)ncnc54)[C@H](O)[C@@H]3O)cc21 | nt | 9 | -3 | 107
Cc1cccc(C2=NN(c3ccccc3)[C@@H](C(=O)N3CCOC3=O)[C@@H]2c2ccccc2)c1 | nt | -4 | -3 | 96
COC(=O)c1ccc(CNC(=O)Cn2cnc(C(=O)Nc3ccc(C)c(C)c3)n2)cc1 | nt | 1 | -3 | 100
C[C@]12c3[nH]c4cc(-c5ccco5)ccc4c3CCN1C(=O)[C@@H](CC(=O)NCCc1ccccn1)C[C@@H]2C(=O)N1CCCCC1 | nt | -9 | -27 | 91
COc1cc(C2CC(=O)Oc3cc(C)c(Cl)c(C)c32)cc(OC)c1OC (centres undefined) | nt | -2 | 6 | 104
CCN1C(=O)[C@H]2[C@H]3CN=C(SCc4ccc(C#N)cc4)N3[C@@](CC)(C(=O)OC)[C@H]2C1=O | nt | -5 | 7 | 97
COc1ccc2[nH]c3c(c2c1)CCN1C(=O)C(CC(=O)NCCN2CCOCC2)C[C@H](C(=O)N2CCCCC2)[C@@]31C (some centres undefined) | nt | 0 | 5 | 114
COc1ccc(CNS(=O)(=O)c2ccc(N3CCCC3)cc2Br)cc1 | nt | 2 | 5 | 117
O=C(N[C@@H]1c2ccccc2CC[C@@H]1OCc1ccccc1)c1ccc(C(F)(F)F)cc1 | nt | -2 | 3 | 91
CN(C)C(=O)CCc1ccc2c3c([nH]c2c1)[C@]1(CCc2ccccc2)[C@@H](C(=O)N2CCCCC2)C[C@H](CC(=O)NC(C)(C)C)C(=O)N1CC3 | nt | 3 | -10 | 111
COc1ccc(CN(CC(O)COCc2ccccc2)S(=O)(=O)c2ccccc2Br)cc1OC (centres undefined) | nt | 7 | 1 | 116
CC[C@]12c3[nH]c4cc(-c5ccco5)ccc4c3CCN1C(=O)[C@@H](CC(=O)NC(C)(C)C)C[C@@H]2C(=O)N1CCN(C(=O)C2CC2)CC1 | nt | 4 | 10 | 102
O=C(C[C@H]1C[C@H](C(=O)N2CCOCC2)[C@@]2(CCC3CCCC3)c3[nH]c4ccc(Cl)cc4c3CCN2C1=O)NCCCn1ccnc1 | nt | -5 | 10 | 91
COc1ccc(C2CC(c3ccncc3)=NN2c2ccc(S(N)(=O)=O)cc2)cc1 (centres undefined) | nt | -5 | 6 | 91
CCCN=C1N(C)C[C@@H]2[C@@H]3C(=O)N(C)C(=O)[C@@H]3[C@](Cc3ccccc3)(C(=O)OC)N12 | nt | 1 | -3 | 104
Cc1ccc(-c2noc(CCC(=O)N3CCN(c4cc(C)ccc4C)CC3)n2)cc1 | nt | -4 | 7 | 111
CC[C@]12c3[nH]c4cc(CCC(=O)N(C)C)ccc4c3CCN1C(=O)[C@@H](CC(=O)NCCCN(C)C)C[C@@H]2C(=O)N1CCN(C(=O)C2CC2)CC1 | nt | -2 | -36 | 93
Cc1ccc(NC(=O)c2ncn(CC(=O)NCC(C)c3ccccc3)n2)cc1C (centres undefined) | nt | -1 | 10 | 89
CCOC(=O)C1(C)C(C(=O)OC)=C(c2ccc(OC)cc2)c2ccccc2N1C(=O)OC (centres undefined) | nt | 0 | 4 | 102
COc1ccc(-c2sc3cc(OC)ccc3c2-c2ccc(OCCN3CCOCC3)cc2)cc1 | nt | 2 | 1 | 81
CO[C@H]1CC[C@@]2(C)[C@@H](CC[C@@H]3[C@@H]2CC[C@@]2(C)[C@H]3C[C@H](C(=O)N[C@@H](CCCN=C(N)N)C(=O)NCC(=O)N[C@@H](CC(=O)O)C(N)=O)O[C@]23CCCO3)C1 | nt | -3 | -9 | 104
COC(=O)[C@@]1(Cc2ccccc2)[C@H]2C(=O)N(C)C(=O)[C@H]2[C@H]2CN=C(SCc3ccccc3)N21 | nt | -2 | -5 | 103
CC[C@]12c3[nH]c4cc(CCC(=O)N(C)C)ccc4c3CCN1C(=O)[C@@H](CC(=O)NCCCn1ccnc1)C[C@@H]2C(=O)N1CCN(C(=O)C2CC2)CC1 | nt | -1 | 0 | 102
COc1cc(OC)c2c(-c3cccc(-c4ccc(C#N)cc4)c3)cc(=O)oc2c1 | nt | -2 | -2 | 105
O=C(Cn1cnc2c(NCc3ccccc3)ncnc21)NCc1ccc2[nH]ccc2c1 | nt | 3 | -8 | 128
COC(=O)[C@@]1(Cc2ccccc2)[C@H]2C(=O)N(C)C(=O)[C@H]2[C@H]2CN=C(SCC3CC3)N21 | nt | 1 | -4 | 106
COc1cc2cnc(-c3ccccc3)c(C(=O)c3ccc(OCc4ccccc4)cc3)c2cc1OC | nt | 7 | 0 | 100
CCN1C(=O)[C@H]2[C@H]3CN=C(SC)N3[C@@](Cc3ccccc3)(C(=O)OC)[C@H]2C1=O | nt | -4 | -2 | 85
Cc1ccc(C)c(N2CCN(C(=O)CCc3nc(-c4cccc(F)c4)no3)CC2)c1 | nt | 7 | 0 | 97
CC[C@]1(C(=O)OC)[C@H]2C(=O)N(C)C(=O)[C@H]2[C@H]2CN(C)C(=NCc3ccccc3)N21 | nt | -1 | 1 | 111
COc1ccc2[nH]c3c(c2c1)CCN1C(=O)C(CC(=O)NCCCn2ccnc2)C[C@H](C(=O)N2CCCCC2)[C@@]31C (some centres undefined) | nt | 8 | -15 | 92
COCCCNC(=O)CC1C[C@H](C(=O)N2CCCCC2)[C@@]2(CCc3ccccc3)c3[nH]c4ccc(OC)cc4c3CCN2C1=O (some centres undefined) | nt | 2 | 4 | 112
CN(C)C(=O)CCc1ccc2c3c([nH]c2c1)[C@]1(CCc2ccccc2)[C@@H](C(=O)N2CCCCC2)C[C@H](CC(=O)NCc2ccco2)C(=O)N1CC3 | nt | 1 | 10 | 105
Nc1ncnc2c1ncn2[C@@H]1O[C@H](CNS(=O)(=O)C2CC2)[C@@H](O)[C@H]1O | nt | -3 | -5 | 92
CCCCCCCCC#Cc1nc(C)ccc1OC | nt | -6 | 13 | 97
CCCN1Cc2cc(OC)ccc2-c2ccccc2S1(=O)=O | nt | 5 | 0 | 127
COc1ccc(C2CC(c3cccc(C(F)(F)F)c3)=NN2c2ccc(S(N)(=O)=O)cc2)cc1 (centres undefined) | nt | 44* | 53* | 91

# Screens as filed in PubChem BioAssay.
